C diff growth = inhibitors of Clostridium difficile growth; growth activity, negative = inhibition, % at 16 µg/mL (by protocol); Clostridium difficile clinical isolate growth, OD600, 24 h; stronger effect = lower value; 0.25% of 86,000 active;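 active = mean growth activity at or below -80% and every replicate also at or below -80%; inconclusive = mean at or below -80% but some replicate above -80%; inactive = mean growth activity above -80%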;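 note: 0% = DMSO wells and -100% = levofloxacin 16 µg/mL wells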
Pf Dd2 growth = P. falciparum Dd2 growth inhibition; activity change, % at 10 µM; AID 1159554; SYBR Green, 72 h; stronger effect = lower value; 2.3% of 94,000 active; in the data active = activity change below about -80%; inconclusive = no clear call, values can overlap the other calls
Tcruzi prolif = T. cruzi proliferation inhibition | T. cruzi beta-gal in NIH3T3, GalScreen luminescence, 90 h | inhibition, % at 8.34 µM | 5.9% of 77,000 active;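 active = mean inhibition above about 93%, with at least 55% of replicates each passing it, limit read from the data, passing the limit was not always enough; inconclusive = only one of those two conditions holds; inactive = neither condition holds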
KDM4C inh = inhibitors of human demethylase GASC-1 KDM4C; inhibition, % at 12.5 µM; 0.15% of 96,000 active; GST-KDM4C 2-372, H3K9me3 peptide, LANCE TR-FRET;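 active = mean replicate inhibition above about 25%, with at least 55% of replicates also reaching it, limit read from the data, passing the limit was not always enough; inconclusive = only one of those two conditions met; inactive = neither condition met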
Target sequence (Q9H3R0 2-372 limits assumed): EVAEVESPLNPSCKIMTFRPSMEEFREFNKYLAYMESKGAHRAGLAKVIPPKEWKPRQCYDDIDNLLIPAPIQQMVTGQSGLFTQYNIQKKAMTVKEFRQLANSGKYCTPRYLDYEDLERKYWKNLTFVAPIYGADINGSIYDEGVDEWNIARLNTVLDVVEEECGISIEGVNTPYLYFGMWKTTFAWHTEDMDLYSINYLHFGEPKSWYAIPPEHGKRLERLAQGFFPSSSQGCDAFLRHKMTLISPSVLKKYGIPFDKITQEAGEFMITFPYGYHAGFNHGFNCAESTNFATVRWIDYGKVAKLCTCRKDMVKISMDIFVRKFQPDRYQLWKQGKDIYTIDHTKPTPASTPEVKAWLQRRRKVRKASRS
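material = GST-tagged GASC-1 (JMJD2C) catalytic fragment, aa 2-372 | amount = enzyme final amount 10 nM | medium = HEPES buffer, pH 7.5, plus ascorbate | also added = H3K9me3 peptide substrate, Fe(II), 2-oxoglutarate | dosing = single dose | times = 30 min demethylation and 1 h detection at room temperature | detection = LANCE TR-FRET | read-out basis = Fall in 671/618 emission ratio as inhibition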
* marks the source's active call; other numbers are inactive results; ? = inconclusive; · = not tested or not shown; & = joins results of further samples.

The first six records, ahead of the listing:
Results follow in this order: KDM4C inh	Pf Dd2 growth	Tcruzi prolif	C diff growth
1. C[C@@H]1CCCCO[C@@H](CN(C)S(=O)(=O)c2ccc(Cl)cc2)[C@H](C)CN([C@H](C)CO)C(=O)c2cc(NC(=O)NC3CCCCC3)ccc2O1
    -0.8	·	52	9
2. CO[C@@H]1CN(C)C(=O)c2ccc(NC(=O)Nc3ccc4c(c3)OCO4)cc2OC[C@H](C)NC[C@@H]1C
    4.9	-24	-1	2
3. Cc1ccc(S(=O)(=O)Nc2ccc3c(c2)C(=O)N([C@H](C)CO)C[C@@H](C)[C@H](CN(C)S(=O)(=O)c2cccs2)OCCCC[C@H](C)O3)cc1
    -3.7	·	·	-9
4. CCC(=O)Nc1ccc2c(c1)OC[C@@H](C)N(C(=O)c1ccccn1)C[C@@H](C)[C@@H](OC)CN(C)C2=O
    0.0	·	-14	-2
5. C[C@H](CO)N1C[C@H](C)[C@H](CN(C)C(=O)Nc2cccc3ccccc23)Oc2ccc(NC(=O)Nc3ccc(F)cc3)cc2CC1=O
    0.1	-7	15	-1
6. C[C@@H]1CN([C@H](C)CO)C(=O)c2cc(NC(=O)Nc3cccc4ccccc34)ccc2O[C@@H](C)CCCCO[C@H]1CN(C)S(=O)(=O)c1ccc(F)cc1
    -1.5	-66	17	-8

The whole of this part (from the top)
Results follow in this order: KDM4C inh	Pf Dd2 growth	Tcruzi prolif	C diff growth
1. C[C@@H]1CCCCO[C@@H](CN(C)S(=O)(=O)c2ccc(Cl)cc2)[C@H](C)CN([C@H](C)CO)C(=O)c2cc(NC(=O)NC3CCCCC3)ccc2O1
    -0.8	·	52	9
2. CO[C@@H]1CN(C)C(=O)c2ccc(NC(=O)Nc3ccc4c(c3)OCO4)cc2OC[C@H](C)NC[C@@H]1C
    4.9	-24	-1	2
3. Cc1ccc(S(=O)(=O)Nc2ccc3c(c2)C(=O)N([C@H](C)CO)C[C@@H](C)[C@H](CN(C)S(=O)(=O)c2cccs2)OCCCC[C@H](C)O3)cc1
    -3.7	·	·	-9
4. CCC(=O)Nc1ccc2c(c1)OC[C@@H](C)N(C(=O)c1ccccn1)C[C@@H](C)[C@@H](OC)CN(C)C2=O
    0.0	·	-14	-2
5. C[C@H](CO)N1C[C@H](C)[C@H](CN(C)C(=O)Nc2cccc3ccccc23)Oc2ccc(NC(=O)Nc3ccc(F)cc3)cc2CC1=O
    0.1	-7	15	-1
6. C[C@@H]1CN([C@H](C)CO)C(=O)c2cc(NC(=O)Nc3cccc4ccccc34)ccc2O[C@@H](C)CCCCO[C@H]1CN(C)S(=O)(=O)c1ccc(F)cc1
    -1.5	-66	17	-8
7. C[C@H]1CN([C@@H](C)CO)C(=O)c2cccc(NS(=O)(=O)c3ccc(F)cc3)c2O[C@@H]1CN(C)C(=O)Nc1ccc(C(F)(F)F)cc1
    -2.3	15	41	15
8. COc1ccccc1CN1[C@H](CO)[C@@H]2c3ccccc3N(C(=O)C3CCCCC3)C[C@@H]21
    0.6	-43	64	13
9. COc1ccc(CN(C)C[C@H]2OCCCC[C@H](C)Oc3ccc(NC(=O)Nc4ccccc4)cc3C(=O)N([C@H](C)CO)C[C@H]2C)cc1
    -0.5	?	104	10
10. Cc1ccc(S(=O)(=O)N(C)C[C@@H]2Oc3c(NS(=O)(=O)c4cccs4)cccc3C(=O)N([C@H](C)CO)C[C@H]2C)cc1
    4.1	34	22	-11

(more compounds)
Results follow in this order: KDM4C inh	Pf Dd2 growth	Tcruzi prolif	C diff growth
11. O=C(C[C@@H]1CC[C@@H](NC(=O)Nc2ccc(C(F)(F)F)cc2)[C@@H](CO)O1)NCc1ccccn1
    0.0	-6	-1	-1
12. C[C@@H]1CCCCO[C@@H](CN(C)CC2CC2)[C@@H](C)CN([C@H](C)CO)C(=O)c2cc(NS(=O)(=O)c3ccccc3)ccc2O1
    9.9	-54	62	0
13. COc1cccc(S(=O)(=O)N[C@H]2CC[C@H](CC(=O)NCc3ccccc3)O[C@@H]2CO)c1
    2.6	-10	-3	3
14. CCCNC(=O)C[C@H]1C[C@H]2c3cc(NC(=O)Cc4ccncc4)ccc3O[C@H]2[C@H](CO)O1
    2.8	3	-78	-1
15. Cc1ccc(S(=O)(=O)N2CC[C@@H]3[C@@H](CO)N(C)c4ccc(-c5ccccc5F)cc4[C@@H]32)cc1
    11	29	75	20
16. O=C(C[C@H]1C[C@H]2c3cc(NC(=O)C4CCOCC4)ccc3O[C@H]2[C@@H](CO)O1)NCc1ccncc1
    0.3	4	27	-5
17. O=C(CC1CC1)N1CC2(C1)[C@H](c1ccccc1)[C@@H](CO)N2Cc1ccccn1
    -0.3	-13	·	6
18. CO[C@H]1CN(C)C(=O)c2cc(NC(=O)c3nc4ccccc4s3)ccc2OC[C@@H](C)NC[C@@H]1C
    1.7	-87*	-38	·
19. CCC(=O)N1[C@@H]2Cn3c(ccc(-c4ccccc4)c3=O)[C@H]1[C@@H](C(=O)N(C)C)[C@@H]2CO
    -1.5	0	24	-2
20. CO[C@@H]1CN(C)C(=O)c2ccc(NC(=O)c3ccccc3F)cc2OC[C@H](C)NC[C@@H]1C
    0.0	14	2	·

(list continues)
Results follow in this order: KDM4C inh	Pf Dd2 growth	Tcruzi prolif	C diff growth
21. C[C@H]1CN([C@@H](C)CO)S(=O)(=O)c2ccc(C#CC3CC3)cc2O[C@H]1CN(C)C(=O)c1ccccc1
    0.6	-65	93	3
22. C[C@H]1CN([C@@H](C)CO)C(=O)Cc2cc(NS(C)(=O)=O)ccc2O[C@H]1CN(C)Cc1ccc(C(=O)Nc2ccccc2N)cc1
    -0.8	10	68	5
23. COc1cccc(CNC(=O)C[C@H]2CC[C@@H]3[C@@H](COc4ccc(NC(=O)c5cccs5)cc4C(=O)N3C)O2)c1
    1.6	-1	14	6
24. CN(C)C(=O)C[C@@H]1CC[C@H](NS(=O)(=O)c2ccccc2)[C@@H](CO)O1
    -0.1	-7	-84	·
25. C[C@H](NC(=O)C[C@H]1CC[C@H]2[C@@H](COC[C@@H](O)CN2Cc2ccc(C(F)(F)F)cc2)O1)c1ccccc1
    -1.2	18	73	-7&-17
26. Cc1noc(C)c1NC(=O)N(C)C[C@@H]1Oc2cc(C#CCC(C)C)ccc2S(=O)(=O)N([C@@H](C)CO)C[C@@H]1C
    -0.7	-61	36	-6
27. COc1cccc(NC(=O)N2[C@H](CO)[C@H](c3ccccc3)[C@H]2CNCC(C)C)c1
    0.0	-82*	45	3
28. C[C@H](CO)N1C[C@H](C)[C@@H](CN(C)Cc2ccc(Oc3ccccc3)cc2)Oc2c(NC(=O)Nc3ccc(C(F)(F)F)cc3)cccc2C1=O
    -0.4	-36	129*	4
29. C[C@H]1CCCCO[C@@H](CN(C)S(=O)(=O)c2cccs2)[C@@H](C)CN([C@@H](C)CO)C(=O)c2cc(NC(=O)Nc3ccc(F)cc3)ccc2O1
    -0.5	-45	99*	1
30. CCS(=O)(=O)NCC[C@@H]1CC[C@@H](NC(=O)C2CCC2)[C@H](CO)O1
    -0.7	-11	·	1

The results go on:
Results follow in this order: KDM4C inh	Pf Dd2 growth	Tcruzi prolif	C diff growth
31. C[C@@H]1CN([C@H](C)CO)C(=O)c2cccc(NC(=O)Nc3ccc(F)cc3)c2O[C@H]1CN(C)Cc1ccc(C(=O)O)cc1
    8.4	-6	12	-2
32. C[C@H]1CN([C@@H](C)CO)C(=O)Cc2cc(NS(=O)(=O)c3cn(C)cn3)ccc2O[C@@H]1CN(C)Cc1ccc(-c2ccccc2)cc1
    5.7	2	-4	44
33. C[C@@H]1CN([C@H](C)CO)C(=O)c2cccc(NC(=O)C3CCCCC3)c2O[C@H]1CN(C)S(=O)(=O)c1ccccc1
    2.0	-33	28	1
34. C[C@@H]1CN([C@H](C)CO)S(=O)(=O)c2ccc(-c3cncnc3)cc2O[C@H]1CN(C)C(=O)Cc1ccccc1
    0.5	-29	·	-2
35. C[C@@H]1CN([C@@H](C)CO)C(=O)Cc2cc(NC(=O)CCCCCC(=O)Nc3ccccc3N)ccc2O[C@H]1CN(C)S(=O)(=O)c1ccc(F)cc1
    1.6	-49	20	-6
36. O=C(C[C@H]1C[C@@H]2c3cc(NS(=O)(=O)c4ccccc4)ccc3O[C@@H]2[C@@H](CO)O1)NCC(F)(F)F
    -1.8	19	-38	-13
37. O=C(C[C@H]1C[C@@H]2c3cc(NC(=O)C4CCOCC4)ccc3O[C@@H]2[C@H](CO)O1)NCC1CC1
    -1.5	16	-14	-4
38. C[C@@H]1CN([C@@H](C)CO)C(=O)Cc2cc(NS(=O)(=O)c3cccs3)ccc2O[C@@H]1CN(C)C(=O)Nc1ccc2c(c1)OCO2
    0.9	3	-3	-7
39. CC(C)NC(=O)N1CCCCN2[C@@H](CO)[C@H](c3ccc(C#C[C@H](C)O)cc3)[C@@H]2C1
    0.3	31	-107	-15
40. COc1ccc(S(=O)(=O)Nc2ccc3c(c2)CC(=O)N([C@@H](C)CO)C[C@H](C)[C@H](CN(C)Cc2ccc(Oc4ccccc4)cc2)O3)cc1
    2.0	-47	39	-4

The results go on:
Results follow in this order: KDM4C inh	Pf Dd2 growth	Tcruzi prolif	C diff growth
41. CCCN1C[C@H](C)[C@@H](OC)CN(C)C(=O)c2ccc(NC(=O)COC)cc2OC[C@H]1C
    -0.2	·	-16	2
42. Cc1ccc(S(=O)(=O)Nc2ccc3c(c2)C(=O)N([C@H](C)CO)C[C@H](C)[C@@H](CN(C)S(=O)(=O)c2ccccc2)O3)cc1
    -0.5	-33	-22	-4
43. C[C@H]1CN([C@@H](C)CO)C(=O)Cc2cc(NC(=O)c3ccncc3)ccc2O[C@H]1CN(C)S(=O)(=O)c1ccccc1
    -2.7	3	·	8
44. COCC(=O)N(C)C[C@H]1Oc2ncc(C#Cc3ccncc3)cc2C(=O)N([C@H](C)CO)C[C@@H]1C
    1.1	-8	-1	3
45. Cc1ccc(-c2ccc3c(c2)O[C@@H](CN(C)Cc2ccc(C(=O)O)cc2)[C@H](C)CN([C@H](C)CO)S3(=O)=O)cc1
    3.3	-24	93	28
46. COc1ccc(CN(C)C[C@@H]2OCCCC[C@@H](C)Oc3ccc(NC(=O)c4ccccc4)cc3C(=O)N([C@@H](C)CO)C[C@@H]2C)cc1
    -1.0	-44	29	1
47. CC(C)NC(=O)N(C)C[C@@H]1OCCCC[C@@H](C)Oc2ccc(NC(=O)Nc3ccc(C(F)(F)F)cc3)cc2C(=O)N([C@@H](C)CO)C[C@H]1C
    -0.5	23	·	8
48. Cc1noc(C)c1S(=O)(=O)N(C)C[C@@H]1Oc2c(NC(=O)C3CCOCC3)cccc2C(=O)N([C@H](C)CO)C[C@@H]1C
    -0.7	22	17	·
49. C[C@@H]1CN([C@H](C)CO)C(=O)Cc2cc(NC(=O)NC3CCCCC3)ccc2O[C@H]1CN(C)C(=O)Nc1ccc2c(c1)OCO2
    0.6	5	24	-5
50. CC(C)NC(=O)N(C)C[C@@H]1OCCCC[C@@H](C)Oc2ccc(NS(=O)(=O)c3cn(C)cn3)cc2C(=O)N([C@@H](C)CO)C[C@H]1C
    0.7	35	28	-2

More structures follow:
Results follow in this order: KDM4C inh	Pf Dd2 growth	Tcruzi prolif	C diff growth
51. C/C=C/c1cnc2c(c1)C(=O)N([C@H](C)CO)C[C@@H](C)[C@@H](CN(C)C(=O)NC1CCCC1)O2
    -1.5	26&7	64&28	1&1
52. COc1ccc2c3c(n(C)c2c1)[C@H](CO)N(CC1CCCC1)CC31CCN(C(=O)CN(C)C)CC1
    -0.3	-63	·	4
53. Cc1noc(C)c1NC(=O)N(C)C[C@H]1Oc2ccc(NC(=O)NC(C)C)cc2C(=O)N([C@@H](C)CO)C[C@@H]1C
    -3.2	3	-43	2
54. C[C@H]1CN([C@@H](C)CO)C(=O)c2cc(NC(=O)Cc3cn(C)c4ccccc34)ccc2O[C@@H]1CN(C)S(=O)(=O)c1ccc(F)cc1
    4.2	-58	50	-2
55. O=S(=O)(N[C@H]1CC[C@@H](CCn2cc(C3(O)CCCC3)nn2)O[C@@H]1CO)c1ccccc1
    -0.5	-28	-13	-5
56. C[C@H]1CCCCO[C@H](CN(C)S(=O)(=O)c2cccs2)[C@@H](C)CN([C@@H](C)CO)C(=O)c2cc(NC(=O)NC3CCCCC3)ccc2O1
    -2.2	-79	92	0
57. CCNC(=O)C[C@@H]1C=C[C@@H](NC(=O)C2CCC2)[C@H](CO)O1
    -2.2	·	·	-2
58. COc1ccc(CN(C)C[C@H]2OCCCC[C@H](C)Oc3ccc(NC(=O)Nc4ccc(C(F)(F)F)cc4)cc3C(=O)N([C@@H](C)CO)C[C@@H]2C)cc1
    ·	-42	53	9
59. C[C@@H]1CCCCO[C@H](CN(C)C(=O)Nc2ccc(C(F)(F)F)cc2)[C@@H](C)CN([C@@H](C)CO)C(=O)c2cc(NC(=O)c3ccncc3)ccc2O1
    -3.0	-63	72	3
60. COc1ccc(NC(=O)Nc2cccc3c2O[C@H](CN(C)Cc2ccc(Oc4ccccc4)cc2)[C@H](C)CN([C@H](C)CO)C3=O)cc1
    6.4	-33	31	48

Screening results: PubChem BioAssay, Broad Institute
